Screens deposited in PubChem BioAssay by several laboratories.
MC4R antagonist = MC4R antagonists of cAMP signaling, primary screen, cell-based, TR-FRET, antagonist arm of biased-ligand search. Melanocortin receptor 4 (Homo sapiens), P32245. MC4R-expressing cells, MTII-stimulated cAMP, LANCE TR-FRET. inhibition, % at 6.5 µM. actives 0.48% (n = 360,000). AID 540295, 2011;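 active means inhibition above its plate's cutoff, the mean of tested wells on that plate plus 3 SD, cut at about 29% in these data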;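 further: 0% = Melanotan II alone and 100% = Melanotan II plus saturating MCL0020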
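Assay system: U2OS cells stably expressing human melanocortin 4 receptor (MC4R) / Dosing: 6.5 µM / Timing: compound 30 min, challenge 1 h, detection 1 h / Measured by: Eu-cAMP/anti-cAMP TR-FRET, emission 671 nm / Replicates: singlicate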
SRC2 inh = inhibition of GAL4-SRC2 driven luciferase reporter, primary screen, SRC2 inhibitor project, cell-based, luminescence. Nuclear receptor coactivator 2 (Homo sapiens), Q15596. HEK293 GAL4-SRC2 luciferase reporter. inhibition, % at 9 µM. actives 0.17% (n = 370,000);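 active means inhibition above the mean inhibition of all tested compounds plus 3 SD, set per campaign, cut at about 52% in these data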;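 further: 0% = DMSO treated cells and 100% = cells given Gossypol at 36 µM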
Target sequence (Q15596 whole entry, looked up, the tested form may be a part): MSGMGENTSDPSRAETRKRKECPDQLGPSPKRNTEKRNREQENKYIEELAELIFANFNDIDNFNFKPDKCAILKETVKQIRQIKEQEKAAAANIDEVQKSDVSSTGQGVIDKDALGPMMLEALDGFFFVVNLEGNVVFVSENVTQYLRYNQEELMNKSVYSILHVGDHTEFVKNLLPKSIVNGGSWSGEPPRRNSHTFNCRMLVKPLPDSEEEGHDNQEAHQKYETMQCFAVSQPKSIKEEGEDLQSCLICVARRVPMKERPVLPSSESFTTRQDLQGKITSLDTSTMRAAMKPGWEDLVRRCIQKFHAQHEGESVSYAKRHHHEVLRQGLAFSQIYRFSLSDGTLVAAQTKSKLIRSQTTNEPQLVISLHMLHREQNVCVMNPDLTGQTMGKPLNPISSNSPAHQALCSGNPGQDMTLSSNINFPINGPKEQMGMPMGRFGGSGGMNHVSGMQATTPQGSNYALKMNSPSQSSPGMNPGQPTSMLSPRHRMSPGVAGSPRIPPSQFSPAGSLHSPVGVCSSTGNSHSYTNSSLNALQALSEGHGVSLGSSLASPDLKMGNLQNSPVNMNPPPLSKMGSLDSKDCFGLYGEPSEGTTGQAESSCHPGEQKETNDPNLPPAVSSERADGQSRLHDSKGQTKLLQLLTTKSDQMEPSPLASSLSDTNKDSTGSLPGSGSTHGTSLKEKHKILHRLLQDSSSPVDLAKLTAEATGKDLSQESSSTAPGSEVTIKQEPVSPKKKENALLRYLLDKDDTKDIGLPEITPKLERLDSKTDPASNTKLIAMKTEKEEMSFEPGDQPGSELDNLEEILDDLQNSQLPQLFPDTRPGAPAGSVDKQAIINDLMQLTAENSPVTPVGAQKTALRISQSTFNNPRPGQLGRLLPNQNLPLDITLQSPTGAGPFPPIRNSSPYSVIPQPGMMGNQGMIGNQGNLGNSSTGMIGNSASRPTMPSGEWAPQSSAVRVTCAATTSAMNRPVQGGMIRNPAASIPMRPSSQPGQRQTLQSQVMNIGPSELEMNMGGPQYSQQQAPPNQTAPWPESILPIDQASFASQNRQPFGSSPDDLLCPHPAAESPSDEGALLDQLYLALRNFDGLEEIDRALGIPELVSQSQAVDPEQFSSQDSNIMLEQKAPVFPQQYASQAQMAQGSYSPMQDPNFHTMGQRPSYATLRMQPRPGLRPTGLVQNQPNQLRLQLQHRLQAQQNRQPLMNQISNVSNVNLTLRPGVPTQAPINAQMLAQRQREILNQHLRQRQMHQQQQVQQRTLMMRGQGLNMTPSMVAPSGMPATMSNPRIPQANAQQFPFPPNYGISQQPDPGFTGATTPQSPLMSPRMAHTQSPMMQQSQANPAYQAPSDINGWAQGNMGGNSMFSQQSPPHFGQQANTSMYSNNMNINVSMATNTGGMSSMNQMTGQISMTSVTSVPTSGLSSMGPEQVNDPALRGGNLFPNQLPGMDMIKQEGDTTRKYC
ABCB6 inh 2 = ABCB6 transporter inhibitors, primary screen, K562-ABCB6 cells, flow cytometry, MLPCN library; ATP-binding cassette sub-family B member 6 (Homo sapiens), Q9NP58; K562-ABCB6 porphyrin accumulation, 1 h; active compounds read low; fluorescence ratio to DMSO, % at 10 µM; actives 0.19% (n = 360,000); AID 602162, 2011;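 active means fluorescence ratio to DMSO below 75%, the collection mean minus 3 SD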;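 further: signal is porphyrin accumulated inside mitochondria; 100% equals median channel fluorescence of DMSO control wells; lower ratio means ABCB6 inhibition with less porphyrin fluorescence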
ABHD5-PLIN5 inh = ABHD5-PLIN5 interaction inhibitors, primary screen, cell lysate, split luciferase complementation, luminescence | Perilipin-5 (Homo sapiens) + 1-acylglycerol-3-phosphate O-acyltransferase ABHD5 (Homo … | Split G. princeps luciferase complementation, 4 h | inhibition, % at 4 µM | actives 0.78% (n = 360,000);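 active means inhibition above the mean inhibition across every tested compound plus 3 SD, cut at about 22% in these data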;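 further: 0% = DMSO only wells and the 100% control is not disclosed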
HTR2A ag = mouse Htr2a agonists via beta-arrestin recruitment, primary screen, cell-based, luminescence. AID 624169, 2012. CHO-K1 mHTR2A beta-arrestin complementation; percent of 30 µM serotonin response. actives 0.66% (n = 360,000). 5-hydroxytryptamine receptor 2A (Mus musculus), P35363. activation, % at 7.6 µM;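 active means activation above a run cutoff, the mean activation of all tested compounds plus 3 SD, cut at about 14% in these data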;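 further: 0% = plate median of compound wells and 100% = 30 µM serotonin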
MC4R barr agon = MC4R agonists recruiting beta-arrestin, primary screen, cell-based, luminescence, agonist arm of biased-ligand search; Melanocortin receptor 4 (Homo sapiens), P32245; U2OS MC4R beta-arrestin complementation; percent of melanotan II response, DMSO zero; activation, % at 8.9 µM; actives 0.98% (n = 360,000); AID 540308, 2011;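 active means activation above a per-plate cutoff, the mean activation of sample wells on that plate plus 3 SD, cut at about 8% in these data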
NOD2 RIPK2 PPI = NOD2-RIPK2 binding disruptors in cells, primary screen, fluorescence, CHO cells, BLA complementation; Receptor-interacting serine/threonine-protein kinase 2 (Homo sapiens), O43353; CCF4 ratio; inhibition, % at 4.98 µM; actives 0.38% (n = 360,000); in the data active means inhibition above about 21%;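 further: 0% = vehicle only and 100% = reference blocker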
Cardio protect = cardioprotection against H2O2-induced cell death, primary screen, uHTS, H9c2 cells, ATPLite luminescence; H9c2 cardiomyocytes, H2O2 injury protection, 2 h; protection from H2O2 cell death, % at 20 µM; actives 0.63% (n = 360,000); AID 588492, 2011;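 active means compounds giving at least 50% protection of heart cells from peroxide-induced death in the single-dose screen, raw or plate-pattern-corrected value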;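 further: 0% = DMSO wells with peroxide and 100% = DMSO wells without peroxide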
N-glyco inh = increase of ERlucT glycosylation luciferase signal, primary screen, N-linked glycosylation inhibitor project, D54 ERlucT cells, luminescence, set 2; D54 ERlucT glycosylation luciferase reporter, 24 h; percent of 100 nM tunicamycin response; reporter increase, % at 12.5 µM; actives 0.23% (n = 360,000); AID 588692, 2011;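 active means mean luciferase reporter signal, scaled so untreated is 0 and the glycosylation-blocking control 100, at or above a set limit in every replicate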;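 further: luciferase carries N-glycosylation sites so blocking glycosylation raises the light; 0% = median of neutral control wells and 100% = median of 100 nM tunicamycin wells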
TLR9-MyD88 block = inhibitors of TLR9-MyD88 association in cells, primary screen, cell-based, CHO, BLA complementation, fluorescence; Toll-like receptor 9 (Homo sapiens) + Myeloid differentiation primary response protein …; CCF4 FRET ratio; inhibition, % at 4.98 µM; actives 0.21% (n = 340,000);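 active means inhibition above the mean over all tested compounds plus 3 SD, cut at about 21% in these data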;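 further: 0% = DMSO only wells and 100% = clavulanate BLA inhibitor control wells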
An asterisk follows results filed as active; . = not tested or not shown.

SMILES	MC4R antagonist	SRC2 inh	ABCB6 inh 2	ABHD5-PLIN5 inh	HTR2A ag	MC4R barr agon	NOD2 RIPK2 PPI	Cardio protect	N-glyco inh	TLR9-MyD88 block
Cn1c(N)c(C(=O)COC(=O)Cc2ccc(Cl)cc2Cl)c(=O)n(C)c1=O	5	-2	102	-3	-8	-0.1	-16	-7	2	5
CC(C)NCC(=O)NC12CC3CC(CC(C3)C1)C2	4	-3	114	-1	-1	-1.3	-10	6	-2	-1
O=C(c1cc2ccccc2o1)N1CCN(c2cccc(Cl)c2)CC1	12	-20	101	6	-3	-2.0	4	-5	-1	0
NC(c1csc(Nc2nncc3ccccc23)n1)c1ccccc1Cl (configuration not stated)	1	-3	98	-4	12	2.5	2	5	-1	.
COc1ccc(C(=O)Nc2ccc(N3CCCCCC3)cc2)cc1S(=O)(=O)N1CCOCC1	1	12	94	-3	3	0.1	-1	-13	-4	1
Cc1ccc2c(C)c(C(=O)Nc3nnc(C)s3)oc2c1	-11	0	99	1	2	2.5	-4	-13	2	1
CCn1cc(C(=O)NCCCOC)c2cc(OC)c(OC)cc2c1=O	6	-17	93	-6	-3	-0.5	-1	3	0	-12
CCC(C)(C)NC(=O)C(c1ccc(C)cc1)N(CCN1CCOCC1)C(=O)CNC(=O)c1cccs1 (configuration not stated)	9	-18	95	-2	1	-0.8	-2	0	1	7
Cc1ccc(C(=O)NCCc2ccc(S(N)(=O)=O)cc2)o1	3	11	90	-1	-5	-2.7	1	13	3	4
CCc1ccc(NC(=O)c2ccc(NC(=O)C3CCCO3)cc2)cc1 (configuration not stated)	6	.	100	3	1	-1.4	-6	2	-5	-7
CCOc1cc(-c2noc(CCC(=O)NC3CCCCC3)n2)ccc1OC	1	-8	95	-7	-3	0.7	-7	0	1	-8
COc1ccc(CC(=O)N[C@@H]2c3cc(OC)c(OC)cc3C[C@H]2OCc2ccccc2)cc1	1	2	101	-10	-5	-3.0	-8	17	-10	4
COc1ccc(S(=O)(=O)NCc2ccc(C(=O)NCCCN3CC(C)CC(C)C3)cc2)cc1 (configuration not stated)	23	-29	90	5	-3	-0.6	2	2	-1	5
O=C(NCc1ccco1)c1cccc(-c2cncc3nccn23)c1	-2	-8	79	4	0	-0.9	-9	4	0	.
CCN1C(=O)/C(=C\N2CCCc3ccccc32)SC1=S	3	-18	94	-2	1	0.4	-2	7	-3	8
N=C1C(c2ccccc2)=C(O)CN1c1cccc(S(=O)(=O)N2CCCCC2)c1	3	-18	99	7	0	1.3	-9	4	-1	-2
CCCSc1nc2c(cnn2-c2ccc(Cl)cc2)c(=O)[nH]1	2	-5	102	-12	-1	5.1	-4	6	1	-6
Cc1ccc(S(=O)(=O)N2CCN(C)CC2)cc1[N+](=O)[O-]	3	.	101	-7	0	-1.0	0	-4	1	-4
Cc1ccc2[nH]c3c(=O)n(CCN4CCOCC4)cnc3c2c1	13	-23	93	-1	0	-2.2	5	1	0	-4
CCCCN1C(=O)C(CC(=O)NC2CCCCC2)CC(C(=O)N2CCCCCC2)=C1C (configuration not stated)	.	-14	101	-4	6	.	0	.	.	.
CN(CC(=O)Nc1ccc(Cl)cc1)C1=NS(=O)(=O)c2ccccc21	4	9	99	4	-2	-1.0	-1	3	-1	-2
O=C(COc1ccccc1)N1CCN(S(=O)(=O)Cc2ccccc2)CC1	12	17	100	-3	-2	-0.1	3	0	-2	-6
CC(C)(C)c1ccc(C(=O)N2CCC2(C)C(=O)Nc2cnc3ccccc3c2)cc1 (configuration not stated)	8	1	101	3	14	-0.3	-4	-8	-1	.
CCOc1ccc2nc(SCC(=O)NC3CCCc4ccccc43)sc2c1 (configuration not stated)	-6	-8	86	-1	2	31*	-17	-5	-2	4
CC(=O)c1cccc(NC(=O)Nc2cnn(Cc3ccc(Cl)cc3Cl)c2)c1	-3	9	94	-8	-5	3.3	-4	-14	-1	-3
CC(=NNC(=O)c1ccncc1)c1ccc(O)cc1O	1	5	100	-1	-5	0.1	-9	37	-7	-8
COc1ccc(/C=N/NC(=O)CCn2c3ccccc3c3ccccc32)cc1OC	29*	4	99	4	1	1.2	-4	3	-1	-11
Cc1ccc(C2=NN(S(=O)(=O)c3ccccc3)C(c3ccccc3O)C2)cc1 (configuration not stated)	11	-17	598	-9	-9	12*	4	-15	-2	3
Cc1nc2c(-c3ccccc3)c(C)nn2c(C)c1CCC(=O)NCc1ccco1	3	-7	99	7	-5	1.2	4	5	-3	1
CCC(C)N1CC(C(=O)O)CC1=O (configuration not stated)	18	-7	98	-1	6	1.6	-10	4	0	-19
COc1ccc(OC)c(CN2CCN(c3ccc(S(=O)(=O)N4CCCC4)cn3)CC2)c1	2	-26	94	15	-8	4.5	-6	0	-5	3
Cn1cnnc1SCNC(=O)C(F)(F)F	12	-5	103	-11	6	0.9	0	10	-1	9
O=C(COc1ccc(S(=O)(=O)N2CCCC2)cc1)N1CCCC1	6	-15	98	-7	2	-1.5	-10	-7	1	-2
CCCCCCCCCCCCC/C=C/[C@@H](O)[C@@H](N)CO	16	11	96	2	0	4.0	-9	-36	1	-6
Cc1ccc2nc3sc(C(=O)NCc4ccco4)c(N)c3cc2c1	-1	-23	114	10	-2	-1.8	-14	-11	-8	-2
O=C(O)c1sccc1OCc1ccccc1	0	-11	99	-2	-1	0.0	5	1	1	3
O=C(c1ccc(-c2cccc(Cl)c2)o1)N1CCN(c2ccc([N+](=O)[O-])cc2)CC1	2	-6	99	4	-4	-1.4	-2	1	5	-2
C[C@H](CO)NC(=O)c1nc[nH]c1C(=O)N[C@H](C)c1ccccc1	5	-46	111	-1	0	2.1	-7	1	-1	0
O=C(NCCC1=CCCCC1)c1ccc(Cl)c(S(=O)(=O)Nc2ccccc2)c1	-3	20	92	-3	-1	-1.0	1	-6	-5	6
O=C(C[C@H]1C[C@H](C(=O)N2CCCCC2)[C@@]2(CCc3ccccc3)c3[nH]c4ccc(Cl)cc4c3CCN2C1=O)NCCN1CCOCC1	4	.	94	3	3	-1.2	-17	-7	2	-3
O=C1NC2=C(CCc3ccccc32)C(c2ccccc2)N1 (configuration not stated)	12	8	95	-4	-4	-2.1	-1	-1	3	-2
COc1cccc(/C(N)=N/OC(=O)Cc2ccccc2[N+](=O)[O-])c1	1	-25	99	-1	-1	2.8	4	-5	0	-13
CCOC(=O)CCC(NC(=O)c1cncc(O)c1)C(=O)OCC (configuration not stated)	-2	-9	98	4	6	-1.6	-7	1	2	-10
COc1ccc(CCNC(=O)C2CCN(Cc3nc(-c4ccc(Cl)cc4)oc3C)CC2)cc1OC	3	5	97	3	-3	-1.3	-4	-9	0	9
CCCCNC(=O)C1CCC(CNc2nc(=S)[nH]c3ccccc23)CC1 (configuration not stated)	13	2	100	-3	-1	-2.3	-3	-1	7	0
CC1CCN(Cc2ccc(-c3nnn(CC(=O)Nc4ccccc4Cl)n3)cc2)CC1	5	4	97	-8	-3	0.4	10	-25	-6	4
Cn1cc(C2N3CC4(C)CN2CC(C)(C3)C4=O)c2ccccc21 (configuration not stated)	-3	-2	100	-2	0	-0.1	-10	12	-1	3
C=C(c1ccc(OCCO)cc1)c1ccc(OCCO)cc1	13	-2	104	6	-1	-0.2	-5	-10	1	-14
COC(=O)c1cc(CNC(=O)Cc2ccsc2)ccc1OC	5	-7	92	4	-2	-3.0	-6	-2	0	-2
Cc1c(C#N)c(N=CN(C)C)c(C(=O)c2ccc(Br)cc2)n1-c1ccc(Cl)cc1	-3	8	102	-5	-2	0.1	4	-1	0	-6
Cc1ccc(C(=O)c2cncc(Br)c2)cc1	-4	14	97	0	-1	-1.6	-10	-20	-10	3
CCn1c(CNC(=O)Cc2ccc(OC)cc2)nnc1SCC(=O)Nc1nccs1	7	-3	101	6	4	2.8	-5	-1	-1	2
CC1(C)C2CCC1(CS(=O)(=O)NCc1ccc(C(=O)O)cc1)C(=O)C2 (configuration not stated)	-1	1	106	6	-3	-0.9	-1	11	1	2
CCOC(=O)/C(N=Nc1c(C)n(C)n(-c2ccccc2)c1=O)=C(/O)c1ccccc1	8	-18	94	3	4	-2.1	-5	-7	-1	-5
Cc1ccc(C)c(S(=O)(=O)N2CCC(c3nc4c(nnn4Cc4ccc5c(c4)OCCO5)c(=O)[nH]3)CC2)c1	-13	4	105	9	11	-2.9	6	-8	1	3
CC(=O)c1cccc(N(C(=O)c2cnccn2)C(C(=O)NCc2ccccc2)c2ccco2)c1 (configuration not stated)	4	-21	96	5	6	-1.8	0	28	-1	0
COc1ccc(CN(C(=S)Nc2ccccc2)C2CC(=O)N(c3ccccc3)C2=O)cc1 (configuration not stated)	22	-15	99	2	1	2.6	1	2	-1	-6
COc1ccc(/C=C/C(=O)Nc2cc(C(F)(F)F)ccc2Cl)cc1OC	6	18	101	4	-7	3.4	3	10	6	-23
O=C(CCCO)NNc1c2ccccc2nc2ccccc12	-7	-30	100	1	0	-1.7	-2	-2	2	-8
O=C(O)/C=C/C(=O)NNc1ccc([N+](=O)[O-])cc1	0	-16	102	-3	0	-2.0	-11	-2	0	-9
Fc1ccc(NC(=S)NCCN2CCOCC2)cc1	15	-2	91	-3	0	-1.5	0	2	2	1
O=C(NC1CCCCC1)C1CCN(S(=O)(=O)c2cccc3nonc23)CC1	11	-4	89	6	1	1.7	-8	-1	0	-1
N#Cc1ccc(C(=O)NC23CC4CC(CC(C4)C2)C3)cc1	-2	18	81	-7	4	-0.5	-2	2	0	0

An excerpt from above in order of the NOD2 RIPK2 PPI value, largest number first:
canonical_smiles,MC4R antagonist,SRC2 inh,ABCB6 inh 2,ABHD5-PLIN5 inh,HTR2A ag,MC4R barr agon,NOD2 RIPK2 PPI,N-glyco inh,TLR9-MyD88 block
COc1ccc(/C=C/C(=O)Nc2cc(C(F)(F)F)ccc2Cl)cc1OC,6,18,101,4,-7,3.4,3,6,-23
N#Cc1ccc(C(=O)NC23CC4CC(CC(C4)C2)C3)cc1,-2,18,81,-7,4,-0.5,-2,0,0
COC(=O)c1cc(CNC(=O)Cc2ccsc2)ccc1OC,5,-7,92,4,-2,-3.0,-6,0,-2

Some of the compounds tested (hit frequency here may not be typical).
